Bioassay records: PubChem, National Center for Advancing Translational Sciences (NCATS)
VP16 counter = Gal4-VP16 reporter inhibition counter-screen. Drosophila S2 Gal4-VP16 UAS-luciferase, luminescence, 20 h. Potency, µM (top dose mostly 53.6 µM), for the others: top-dose activity, negative = inhibition, actives largely listed as inhibitors. 3.5% of 310,000 active;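 further: Gal4-VP16 expression switched on by copper sulfate through the metallothionein promoter; potency means the concentration at half of the fitted maximal effect; on the % scale 0 is the no-effect control and ±100 the full control effect; nearly all actives have a fitted effect of over 50% in size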
MBNL1 CUG block = inhibitors of human MBNL1 binding to CUG repeat RNA | Q9NR56 | TR-FRET MBNL1-His/biotin-(CUG)12 binding, 665/545 ratio | Potency, µM (doses to about 57.5 µM), for the others: at the highest dose activity change, negative = inhibition, usual class: inhibitors | 0.036% of 280,000 active | AID 2675; active means well fitted inhibition curve with a large enough effect in the signal ratio, with a control signal flat, not every such curve was filed as active; inconclusive means small, poorly fitted or top-dose-only effect, or effect the other way, or a change in a side signal; inactive means no such curve, though single readings can be large or run the other way; the % refers to the signal ratio; further: potency means the concentration at half of the fitted maximal effect; on the % scale 0 is the no-effect control and ±100 the full control effect
Target sequence (Q9NR56 whole entry, looked up): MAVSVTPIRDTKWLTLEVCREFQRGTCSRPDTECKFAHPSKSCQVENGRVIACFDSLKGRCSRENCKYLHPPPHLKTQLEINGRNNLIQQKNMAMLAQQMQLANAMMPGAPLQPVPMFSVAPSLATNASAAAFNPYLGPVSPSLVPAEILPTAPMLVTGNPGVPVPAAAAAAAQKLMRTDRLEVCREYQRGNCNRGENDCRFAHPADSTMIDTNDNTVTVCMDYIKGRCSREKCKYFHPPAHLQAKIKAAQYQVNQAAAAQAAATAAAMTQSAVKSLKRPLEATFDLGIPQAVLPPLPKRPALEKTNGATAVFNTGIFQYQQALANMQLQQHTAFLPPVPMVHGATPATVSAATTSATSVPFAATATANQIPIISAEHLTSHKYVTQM
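Compounds (final 92 nM to 58 uM) are added to His-tagged MBNL1 and biotin-(CUG)12, then terbium anti-His antibody and streptavidin-XL665 (5 nM final). After 60 min at room temperature, the 665/545 nm ratio is read.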
KCNH2 3.1 block = inhibitors of human KCNH2 3.1 potassium channel isoform | U2OS KCNH2 3.1, thallium flux FluxOr; hits give low values | activity change, % (tested at about 1.8 µM) | 0.95% of 340,000 active;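 active means maximum activity change below -70%; inconclusive means maximum activity change from -70% to -50%; inactive means maximum activity change above -50%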;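 further: thallium influx rate constant from kinetic fluorescence after stimulation buffer; on the % scale 0 is the no-effect control and ±100 the full control effect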
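Steps: virus added to U2OS suspension (4 h, RT, dark); medium with 10% FBS added, cells plated, 37 C overnight; FluxOr/Red40 loading buffer 45 min RT; stimulation buffer, 2 min kinetic read; rate constant normalized.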
PKM2 activator = PKM2 (human) enzyme activation | P14618 | purified PKM2, Kinase-Glo ATP luminescence, activation; response scale: 0% is enzyme alone, no compound | Potency, µM (titrated, usually from 57.5 µM), for inactives: top-dose activation, hits mostly activators | 0.34% of 260,000 active | AID 1631; further: potency means the concentration at half of the fitted maximal effect; on the % scale 0 is the no-effect control and ±100 the full control effect; nearly all actives have a fitted effect of over 55% in size
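Kinase-Glo luminescence reports ATP generated from ADP (0.1 mM) and PEP (0.5 mM) by purified hPK-M2 after 1 h at room temperature, pH 7.2 imidazole buffer; intermediate enzyme activity allows detecting inhibitors and activators.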
NPC1 prom act = activates the NPC1 promoter | Huh7 NPC1 promoter luciferase reporter, 24 h | Potency, µM (top dose mostly 9.22 µM), for inactives: top-dose activation, usual class: activators | 2.4% of 320,000 active;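 further: potency means the concentration at half of the fitted maximal effect; % of control where 0% means no effect; nearly all actives have a fitted effect of over 60% in size; reporter is driven by a mutant NPC1 promoter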
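Stably transfected Huh7 (NPC1 promoter→luciferase), 1500 cells/well in Opti-MEM + 10% FBS, 2 h settle, then compound 24 h at 37 °C. Luminescence after 10 min with Amplite reagent.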
Menin MLL FP TR = menin-MLL binding inhibition, Texas Red mutant peptide | O00255 | Menin + Texas Red MLL mutant peptide, fluorescence polarization | Potency, µM (doses to about 61.6 µM), without a hit: top-dose FP activity change, negative = inhibition, actives largely listed as inhibitors | 0.23% of 270,000 active | AID 1768; active means well fitted inhibition curve with a large enough effect in the polarisation, with a control signal flat, not every such curve was filed as active; inconclusive means small, poorly fitted or top-dose-only effect, or effect the other way, or a change in a side signal; inactive means no such curve, though single readings can be large or run the other way; the % refers to the polarisation; further: potency means the concentration at half of the fitted maximal effect; % of control where 0% means no effect; many of its hits are not listed in these tables
Rab9 promoter act = Rab9 promoter activation. Huh7 Rab9 promoter-luciferase reporter, luminescence, 24 h. 2.8% of 320,000 active. Potency, µM (top dose mostly 9.22 µM), without a hit: at the top dose activation, negative = inhibition, actives largely listed as activators; further: potency means the concentration at half of the fitted maximal effect; % of control where 0% means no effect; nearly all actives have a fitted effect of over 60% in size
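Promoter activation is measured as luciferase luminescence in Huh7 cells stably transfected with a Rab9 promoter–luciferase construct, following 24 h compound exposure at 37 °C and 10 min reagent incubation at ambient temperature.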
Mito fusion act = mitochondrial division inhibition or fusion activation. S. cerevisiae fusion-defective mutant growth rescue, CellTiterGlo 48 h. Potency, µM (top dose mostly 46.1 µM), without a hit: at the highest dose growth rescue (activation), most hits filed as activators. 0.23% of 320,000 active. AID 485298;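 further: potency means the concentration at half of the fitted maximal effect; % of control where 0% means no effect; nearly all actives have a fitted effect of over 45% in size; temperature-sensitive fusion mutants such as fzo1-1 at 37 °C on non-fermentable ethanol glycerol medium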
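Growth-rescue viability read-out: after 48 h at the non-permissive 37C in glycerol/ethanol YPEG, yeast mitochondrial fusion mutants are measured by CellTiterGlo luminescence; compounds (23 nl pinned per well) restoring growth score as division inhibitors or fusion activators.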
FLuc modulator = firefly luciferase modulation, counter-screen for miR-21 project; P08659; purified FLuc, Km substrates, luminescence inhibition; 6.9% of 360,000 active; Potency, µM (doses to about 57.5 µM), inactives show at the highest dose activity change, negative = inhibition, usual class: inhibitors;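 further: potency means the concentration at half of the fitted maximal effect; plate controls were vehicle for no effect and reference inhibitor for full effect; nearly all actives have a fitted effect of over 55% in size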
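Purified P. pyralis luciferase (10nM final) with 10uM D-luciferin and 10uM ATP (Km levels) in 50mM Tris acetate pH 7.5, 10mM Mg acetate, 0.01% Tween-20, 0.05% BSA; qHTS 6-point titration, ~60 µM downward; luminescence read.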
RORg inh = ROR gamma (mouse) transcription inhibition; P51450; Drosophila S2 Gal4-RORgamma UAS-luciferase reporter, 20 h; Potency, µM (doses to about 53.6 µM), inactives show top-dose activity change, negative = inhibition, usual class: inhibitors; AID 2551; 5.4% of 310,000 active; further: potency means the concentration at half of the fitted maximal effect; on the % scale 0 is the no-effect control and ±100 the full control effect; nearly all actives have a fitted effect of over 60% in size
Target sequence (P51450 whole entry, looked up, the tested form may be a part): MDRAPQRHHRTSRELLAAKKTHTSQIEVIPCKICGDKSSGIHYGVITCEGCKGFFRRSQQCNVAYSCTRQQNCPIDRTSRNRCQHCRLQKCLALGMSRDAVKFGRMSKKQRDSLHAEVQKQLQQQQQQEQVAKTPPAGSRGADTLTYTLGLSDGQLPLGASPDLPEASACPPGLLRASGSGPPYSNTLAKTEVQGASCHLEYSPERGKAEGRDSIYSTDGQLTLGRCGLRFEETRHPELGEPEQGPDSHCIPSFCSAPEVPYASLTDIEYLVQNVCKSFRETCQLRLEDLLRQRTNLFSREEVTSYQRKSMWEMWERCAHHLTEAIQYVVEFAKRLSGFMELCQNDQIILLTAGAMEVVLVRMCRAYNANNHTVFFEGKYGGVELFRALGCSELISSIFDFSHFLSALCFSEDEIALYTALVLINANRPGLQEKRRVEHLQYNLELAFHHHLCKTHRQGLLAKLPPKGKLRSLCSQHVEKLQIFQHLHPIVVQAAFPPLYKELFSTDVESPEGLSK
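Drosophila S2 cells stably expressing Gal4-DBD/mouse RORγ fusion under metallothionein promoter plus UAS-luciferase; compound 1 h, then 700 uM CuSO4 induction for 20 h at ambient temperature; inhibition read as reduced luminescence.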
ELG1 DNA repair = inhibitors of ELG1-dependent DNA repair in HEK293T cells; HEK293T ELG1-luciferase reporter, luminescence, 16 h; DNA damage induced by 5-fluorouridine; Potency, µM (highest dose often 46.1 µM), inactives show at the highest dose activity change, negative = inhibition, most hits filed as inhibitors; 2.3% of 330,000 active; AID 504467; further: potency means the concentration at half of the fitted maximal effect; on the % scale 0 is the no-effect control and ±100 the full control effect; nearly all actives have a fitted effect of over 55% in size
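Reporter activity after DNA damage by 5-fluorouridine is monitored. Compound-treated cells incubate 16 hr at 37 °C, then ONE-Glo is added for 30 min before luminescence reading.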
* marks the source's active call; other numbers are inactive results; & = joins results of further samples; [ ] = another dose, or the depositor's remark. Unless noted, the call rests on the fitted dose curve; in most records, active means well fitted curve in the direction sought with a large enough effect; inconclusive means small, poorly fitted or top-dose-only effect, or another doubt; inactive means no such curve, though single readings can be large; an effect the other way counts as inactive or inconclusive.

What do the screens show for `O=C(Nc1nc2c(Cl)cccc2s1)C1CC1`?
VP16 counter: -3%; MBNL1 CUG block: 0%; KCNH2 3.1 block: 15; PKM2 activator: -12%; NPC1 prom act: 20%; Menin MLL FP TR: 24%; Rab9 promoter act: 10%; Mito fusion act: inconclusive; FLuc modulator: inconclusive; RORg inh: 38%; ELG1 DNA repair: 16%

Results for Cc1noc(/C=C/Nc2ccc(F)cc2F)c1[N+](=O)[O-] ?
VP16 counter: -6%; MBNL1 CUG block: inconclusive; KCNH2 3.1 block: -16; NPC1 prom act: inconclusive; Menin MLL FP TR: 5%; Rab9 promoter act: 1.4µM*; Mito fusion act: -1%; FLuc modulator: 2.1µM*; RORg inh: inconclusive; ELG1 DNA repair: inconclusive

Results for Cc1ccc(NC(=O)CN(C)C(=O)c2ccccc2OCc2c(C)noc2C)cc1 ?
KCNH2 3.1 block: 1; NPC1 prom act: -2%; Rab9 promoter act: 0%; Mito fusion act: 0%; FLuc modulator: -1%; ELG1 DNA repair: inconclusive

How did Cc1ccc(CN2CCN(CC3CC4C=CC3C4)CC2)cc1 (stereo unspecified) do in these assays?
VP16 counter: 8%; MBNL1 CUG block: -1%; KCNH2 3.1 block: -7; PKM2 activator: -5%; NPC1 prom act: 0%; Menin MLL FP TR: inconclusive; Rab9 promoter act: 0%; Mito fusion act: 9%; FLuc modulator: -2%; RORg inh: -28%; ELG1 DNA repair: -18%

How did CC(C)N1CCC(NC(=O)NC2CCCCC2)CC1 do in these assays?
VP16 counter: -9%; MBNL1 CUG block: 0%; KCNH2 3.1 block: 0; PKM2 activator: -5%; NPC1 prom act: -1%; Menin MLL FP TR: -8%; Rab9 promoter act: 4%; Mito fusion act: 8%; FLuc modulator: 1%; RORg inh: 0%; ELG1 DNA repair: 15%

How did Cc1cc([N+](=O)[O-])ccc1NC(=O)C(C)[n+]1ccccc1 (stereo unspecified) do in these assays?
VP16 counter: -6%; MBNL1 CUG block: inconclusive; KCNH2 3.1 block: -9; PKM2 activator: 2%; NPC1 prom act: -1%; Menin MLL FP TR: -19%; Rab9 promoter act: 5%; Mito fusion act: -1%; FLuc modulator: 1%; RORg inh: -18%; ELG1 DNA repair: -6%

How did COc1cccc(/C=N/NC(=O)c2ccc(N(C)S(=O)(=O)c3ccccc3)cc2)c1OC do in these assays?
VP16 counter: 4%; MBNL1 CUG block: 6%; KCNH2 3.1 block: -3; PKM2 activator: 5%; NPC1 prom act: -5%; Menin MLL FP TR: 1%; Rab9 promoter act: 1%; Mito fusion act: 11%; FLuc modulator: 3%; RORg inh: 19%; ELG1 DNA repair: inconclusive

Results for CCOC(=O)C[n+]1c(C)sc2ccc(OC)cc21 ?
VP16 counter: inconclusive; MBNL1 CUG block: 1%; KCNH2 3.1 block: 9; PKM2 activator: 29%; NPC1 prom act: 1%; Menin MLL FP TR: -13%; Rab9 promoter act: 1%; Mito fusion act: 4%; FLuc modulator: -19%; RORg inh: inconclusive; ELG1 DNA repair: -8%

Results for O=C1CC(c2cccs2)CC2=C1C(c1ccccc1)n1ncnc1N2 (stereo unspecified) ?
VP16 counter: 11%; MBNL1 CUG block: 0%; KCNH2 3.1 block: -5; PKM2 activator: 3%; NPC1 prom act: -2%; Menin MLL FP TR: -1%; Rab9 promoter act: 0%; Mito fusion act: 2%; FLuc modulator: -1%; RORg inh: 10%; ELG1 DNA repair: 0%

Results for O=C(O)c1ccc(N=N/C(=N\Nc2ccc(C(=O)O)cc2)c2ccccc2)cc1 ?
KCNH2 3.1 block: 0; NPC1 prom act: inconclusive; Rab9 promoter act: inconclusive; Mito fusion act: -13%; FLuc modulator: 17µM*; ELG1 DNA repair: inconclusive

Results for COc1ccc(CC(=O)OCc2cc3ccc(C)cc3[nH]c2=O)cc1 ?
VP16 counter: -10%; MBNL1 CUG block: 66%[activator]; KCNH2 3.1 block: 16; PKM2 activator: -2%; NPC1 prom act: -2%; Menin MLL FP TR: inconclusive; Rab9 promoter act: 7%; Mito fusion act: -2%; FLuc modulator: -10%; RORg inh: 0%; ELG1 DNA repair: 14%

Results for COc1cc2c(cc1OC)CN(c1nc(CN3CCOCC3)nc3sc4c(c13)CCCC4)CC2 ?
VP16 counter: inconclusive; MBNL1 CUG block: -8%; KCNH2 3.1 block: -30; PKM2 activator: -1%; NPC1 prom act: -9%; Menin MLL FP TR: -13%; Rab9 promoter act: -2%; Mito fusion act: 25%; FLuc modulator: 3%; RORg inh: 14µM*; ELG1 DNA repair: 2.9µM*

Results for Cc1ccc(N2CC(NS(=O)(=O)c3cccnc3)CC2=O)cc1 (stereo unspecified) ?
KCNH2 3.1 block: 17; NPC1 prom act: 4%; Rab9 promoter act: 1%; Mito fusion act: 0%; FLuc modulator: 1%; ELG1 DNA repair: inconclusive

What do the screens show for `O=C(NNC(=O)C1CCC1)c1ccccc1`?
KCNH2 3.1 block: -6; NPC1 prom act: -3%; Rab9 promoter act: 0%; Mito fusion act: 0%; FLuc modulator: 1%; ELG1 DNA repair: inconclusive

How did Cc1ccc(N2CC(C(=O)Nc3cc(Cl)ccc3-n3cncn3)CC2=O)cc1 (stereo unspecified) do in these assays?
KCNH2 3.1 block: 26; NPC1 prom act: -2%; Rab9 promoter act: 0%; Mito fusion act: -5%; FLuc modulator: 5%; ELG1 DNA repair: 3%

How did CC(Oc1ccccc1)C(=O)N=Nc1c(O)[nH]c2ccc(Br)cc12 (stereo unspecified) do in these assays?
VP16 counter: -3%; MBNL1 CUG block: inconclusive; KCNH2 3.1 block: 4; PKM2 activator: 5%; NPC1 prom act: -10%; Menin MLL FP TR: -58%; Rab9 promoter act: 0%; Mito fusion act: 12%; FLuc modulator: 4%; RORg inh: 17%; ELG1 DNA repair: inconclusive

Results for CCN(CC)C(=O)Cn1c(=O)n(-c2ccccc2)c(=O)c2c3c(sc21)CCC3 ?
VP16 counter: -1%; MBNL1 CUG block: -4%; KCNH2 3.1 block: 2; PKM2 activator: -4%; NPC1 prom act: -1%; Menin MLL FP TR: 0%; Rab9 promoter act: 7%; Mito fusion act: 1%; FLuc modulator: 3%&-1%; RORg inh: 16%; ELG1 DNA repair: 3%

How did C[C@H](NC(=O)[C@H]1N2C(=O)c3ccccc3C2SC1(C)C)C(=O)N1CCCCC1 (stereo partly specified) do in these assays?
VP16 counter: -1%; MBNL1 CUG block: -5%; KCNH2 3.1 block: 10; NPC1 prom act: -3%; Menin MLL FP TR: 3%; Rab9 promoter act: 0%; Mito fusion act: 1%; FLuc modulator: -1%; RORg inh: 17%; ELG1 DNA repair: 0%

Results for Cc1ccnc(NC(=O)CNC(=O)Cc2cccc3ccccc23)c1 ?
KCNH2 3.1 block: 10; NPC1 prom act: 6%; Rab9 promoter act: -1%; Mito fusion act: 1%; FLuc modulator: 24µM*; ELG1 DNA repair: inconclusive

Results for Cc1sc(NC(=O)CS(=O)(=O)c2ccccc2)c(C(N)=O)c1C ?
KCNH2 3.1 block: 5; NPC1 prom act: 16%; Rab9 promoter act: 21%; Mito fusion act: -2%; FLuc modulator: inconclusive; ELG1 DNA repair: inconclusive

Results for COc1ccc2oc(=O)c(C(=O)Nc3ccccc3-c3ccccc3)cc2c1 ?
VP16 counter: 8%; MBNL1 CUG block: -1%; KCNH2 3.1 block: -9; PKM2 activator: -8%; NPC1 prom act: 0%; Menin MLL FP TR: 5%; Rab9 promoter act: 0%; Mito fusion act: -1%; FLuc modulator: 5%; RORg inh: 14%; ELG1 DNA repair: 3%

Results for O=C(O)c1cnn(-c2nc(-c3cccc(F)c3)cs2)c1C(F)(F)F ?
VP16 counter: -21%; MBNL1 CUG block: 11%; KCNH2 3.1 block: 0; PKM2 activator: -10%; NPC1 prom act: 1%; Menin MLL FP TR: 16%; Rab9 promoter act: -2%; Mito fusion act: 0%; FLuc modulator: inconclusive; RORg inh: 36%; ELG1 DNA repair: -12%

What do the screens show for `CCCC[C@]12Cc3cc(C#N)ccc3C(O1)c1c(c3cc(F)ccc3oc1=O)O2`?
VP16 counter: -6%[10 µM]; MBNL1 CUG block: -3%[11.5 µM]; PKM2 activator: -1%[11.5 µM]; NPC1 prom act: 0%[1.84 µM]; Menin MLL FP TR: 20%[11.7 µM]; Rab9 promoter act: -13%[1.84 µM]; Mito fusion act: -1%[9.22 µM]; FLuc modulator: 0%[11.5 µM]; RORg inh: -6%[10 µM]

This is a subset, so the mix of outcomes need not match the whole.
